Screening results deposited in PubChem by Dana-Farber Cancer Institute and Novartis Institutes for BioMedical Research (Cambridge, Mass).
USP10 inh: inhibitors of human USP10 deubiquitinase. Q14694. purified USP10, Ub-rhodamine fluorescence, 60 min. inhibition, % at 20 µM. actives 1.1% (n = 47,000)
Target sequence (Q14694 whole entry, looked up): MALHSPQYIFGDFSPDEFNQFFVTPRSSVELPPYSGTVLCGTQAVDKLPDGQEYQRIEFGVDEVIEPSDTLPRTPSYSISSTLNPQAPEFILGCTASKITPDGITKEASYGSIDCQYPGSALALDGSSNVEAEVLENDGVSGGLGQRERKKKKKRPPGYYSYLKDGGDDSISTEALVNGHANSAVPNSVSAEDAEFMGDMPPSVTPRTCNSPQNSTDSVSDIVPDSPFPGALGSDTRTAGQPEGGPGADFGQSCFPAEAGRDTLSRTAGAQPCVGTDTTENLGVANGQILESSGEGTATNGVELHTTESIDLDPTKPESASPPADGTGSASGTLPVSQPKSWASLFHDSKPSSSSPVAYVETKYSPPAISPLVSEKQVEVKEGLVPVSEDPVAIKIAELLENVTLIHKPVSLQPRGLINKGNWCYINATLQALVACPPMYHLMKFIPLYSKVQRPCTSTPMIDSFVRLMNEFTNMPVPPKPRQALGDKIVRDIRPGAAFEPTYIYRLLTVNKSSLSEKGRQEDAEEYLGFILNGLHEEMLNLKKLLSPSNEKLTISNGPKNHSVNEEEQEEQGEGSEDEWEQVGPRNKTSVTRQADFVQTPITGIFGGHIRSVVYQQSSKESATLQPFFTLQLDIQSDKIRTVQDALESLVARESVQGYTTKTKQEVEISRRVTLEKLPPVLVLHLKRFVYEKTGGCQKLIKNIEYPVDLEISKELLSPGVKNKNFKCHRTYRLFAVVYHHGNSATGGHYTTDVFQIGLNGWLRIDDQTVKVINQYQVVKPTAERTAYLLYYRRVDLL
USP30 inh: human USP30 deubiquitinase inhibition; Q70CQ3; purified USP30, Ub-rhodamine cleavage fluorescence; inhibition, % at 25 µM; actives 5.3% (n = 47,000); AID 1645860
OTUD3 block: inhibitors of human OTUD3 deubiquitinase; Q5T2D3; AID 1645858; actives 0.7% (n = 47,000); purified OTUD3, Ub-rhodamine fluorescence, 2 h; inhibition, % at 25 µM
UCHL1 inh: human UCHL1 deubiquitinase inhibition. actives 0.2% (n = 47,000). purified UCHL1, Ub-rhodamine cleavage fluorescence. inhibition, % at 20 µM. AID 1645859
Target sequence (P09936 whole entry, looked up): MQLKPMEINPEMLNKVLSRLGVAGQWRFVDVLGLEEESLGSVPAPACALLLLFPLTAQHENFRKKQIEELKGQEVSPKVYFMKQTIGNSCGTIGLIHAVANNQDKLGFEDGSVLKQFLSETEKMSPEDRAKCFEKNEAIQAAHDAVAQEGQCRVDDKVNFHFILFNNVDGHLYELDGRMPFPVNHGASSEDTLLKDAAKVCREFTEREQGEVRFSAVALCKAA
USP17 inh: blocks human USP17 ubiquitin-rhodamine cleavage. purified USP17, Ub-rhodamine cleavage fluorescence, 3 h. inhibition, % at 50 µM. actives 6.5% (n = 47,000)
USP7 block: blocks human USP7 ubiquitin-rhodamine cleavage. Q93009. purified USP7, Ub-rhodamine cleavage fluorescence. inhibition, % at 20 µM. actives 0.3% (n = 47,000). AID 1645854
USP28 inh: blocks human USP28 ubiquitin-rhodamine cleavage; Q96RU2; purified USP28, Ub-rhodamine cleavage fluorescence, 30 min; inhibition, % at 25 µM; actives 3% (n = 47,000); AID 1645857
USP8 inh: blocks human USP8 ubiquitin-rhodamine cleavage; P40818; purified USP8, Ub-rhodamine cleavage fluorescence, 30 min; inhibition, % at 20 µM; actives 4.2% (n = 47,000); AID 1645853
* = called active by the depositor; / = not tested or not shown. Rule as the data show it: active = inhibition above about 30%; inactive = the rest. Compounds were not picked by outcome; overall some 13% were active at least once.

SMILES	USP10 inh	USP30 inh	OTUD3 block	UCHL1 inh	USP17 inh	USP7 block	USP28 inh	USP8 inh
CN1CCCC12CCCN(C(=O)c1ccc(Cl)cc1)C2 (centres undefined)	3	-3	-8	-1	-4	4	-11	-51
CC(Sc1nnc(-c2ccccc2F)n1Cc1ccccc1)C(=O)N1CCc2ccccc21 (centres undefined)	6	42*	25	5	24	-2	18	17
CC(C)NC(=O)N1CC[C@H]2N(C)CC[C@@]2(C(=O)Nc2ccccc2)CC1	2	14	9	1	2	-2	7	15
COCCn1c(=O)[nH]c2cc(C(=O)N3CCC(O)(c4cccc(C(F)(F)F)c4)CC3)ccc2c1=O	-1	1	-2	1	5	0	2	0
Cn1cc(-c2cnc(-c3ccnn3C)nc2)cc1C(=O)NC1CC1	-1	13	9	0	12	1	5	16
COc1ccc(NS(=O)(=O)c2ccc(N3CCCC3)c(NC(=O)/C=C/c3ccccc3)c2)cc1	-1	23	2	3	36*	6	20	-209
CNS(=O)(=O)c1ccc(F)c(C(=O)N2CCC(c3cc(=O)[nH]c(N(C)C)n3)C2)c1 (centres undefined)	-4	-4	-3	0	-1	0	3	-2
O=C(c1ccccc1Cl)N1CCN(C23CC4CC(CC(C4)C2)C3)CC1	-1	15	3	1	0	3	5	3
CCN1C(=O)CCc2cc(NC(=O)c3ccn(CC)n3)ccc21	-4	-13	-10	-6	0	-4	-12	-13
Cc1nc(N2CCCC2)ncc1-c1cc(=O)[nH]c(Nc2ccc(Cl)cc2Cl)n1	51*	27	8	3	16	14	8	1
COc1ccc(NC(=O)Nc2ccc(F)c(-c3nnc(-c4ccccc4)o3)c2)c(OC)c1	14	40*	12	3	19	4	3	7
CCN1C[C@@]23CN(C(=O)Cc4cccc(OC)c4)C[C@@H](C[C@@H]2S1(=O)=O)O3	-1	-7	-6	-5	-12	0	-5	-40
CN(C)C(=O)[C@@H]1C[C@@H]2CN(C(=O)Nc3ccccc3)CCN2[C@@]12C(=O)N(C)c1ccccc12	-1	7	8	0	5	-13	1	1
CN(C)CCCNC(=O)c1cc2occc2n1Cc1ccccc1F	-6	-32	-13	-3	-24	-39	-11	-15
Cc1ccc(S(=O)(=O)Nc2cccc(C#N)c2)cc1C	4	14	-1	1	11	3	6	18
COc1ccc(Nc2nc(Nc3ccc(C)c(Cl)c3)nc(N3CCOCC3)n2)cc1	0	14	16	0	18	-2	12	2
COc1cccc(C(=O)N2CCC[C@@H]2Cn2nnc3c(=O)[nH]c(C)nc32)c1	-1	26	6	3	13	2	9	19
COCCn1c(C)cc(C(=O)CN2C(=O)NC(C)(c3cccc4ccccc34)C2=O)c1C (centres undefined)	-10	-188	-36	-12	-34	-17	-45	-33
O=c1cc(-c2nc3sc4c(c3c(=O)[nH]2)CCCC4)oc2ccccc12	0	-41	-10	0	-19	1	-11	-6
O=C(CSc1nnnn1-c1ccccc1)Nc1ccccc1	5	46*	0	2	51*	0	15	10
O=C1CC(c2nc(-c3ccccc3F)no2)CN1c1ccc(F)cc1 (centres undefined)	1	14	8	4	0	-2	18	6
c1ccc(Nc2nc(N3CCCCC3)nc(N3CCCCC3)n2)cc1	6	9	3	5	4	-2	2	16
Cn1c(CC2CCN(C(=O)NCCc3ccccc3)C2)nc2cccnc21 (centres undefined)	-8	-54	-15	-5	-13	-2	-23	-12
O=C(NCc1ccc(F)c(Cl)c1)C1CCN(c2nc3nc[nH]c(=O)c3s2)CC1	0	-15	5	2	0	0	-2	10
COc1cccc2[nH]c3c(N4CCOCC4)ncnc3c12	3	9	9	3	4	4	7	25
SMILES	USP10 inh	USP30 inh	OTUD3 block	UCHL1 inh	USP17 inh	USP7 block	USP28 inh	USP8 inh
COc1ccccc1N1CCN(C(=O)c2nnn(-c3ccc(Br)cc3)n2)CC1	10	16	9	6	3	3	0	4
O=C(NCCCO)c1cc2c(cn1)[nH]c1ccccc12	-7	-55	-17	-4	-13	-5	9	-60
CC(=O)N1CCCCCC1C1CCN(c2cc(C)nc3ncnn23)CC1 (centres undefined)	0	5	-1	2	5	3	4	0
CCn1cc(S(=O)(=O)CC(=O)Nc2ccccc2C(F)(F)F)c2ccccc21	2	-2	-7	-3	-2	-7	-3	-4
COCCN1CCS(=O)(=O)c2c(F)c(N3CCCC3)nc(F)c21	1	25	20	2	11	4	14	3
O=C(N[C@@H]1C[C@H]2Oc3ccccc3N[C@H]2[C@@H]1O)c1ccc(F)cc1	-2	13	7	0	7	1	3	4
COc1ccc(OC)c(-c2csc(N(CC3CCCO3)C(=O)c3ccc(C)cc3)n2)c1 (centres undefined)	3	-4	2	2	-3	4	0	1
O=C(CC1C(=O)Nc2nc3ccccc3n21)Nc1cccc2ccccc12 (centres undefined)	54*	46*	26	3	17	14	20	55*
Cc1cccc(-c2nc(-c3ccc4c(c3)nnn4CCC(=O)N3CCOCC3)no2)c1	-6	-30	-17	-6	-14	-16	-10	-6
N#Cc1ccccc1OCC(=O)NC1CCCc2ccccc21 (centres undefined)	0	1	-4	-2	-9	-3	-9	-177
O=C(Nc1cnn(-c2ncncc2N2CCCCC2)c1)C1CC1	-2	24	13	2	-1	4	11	2
COc1ccc(-c2cc3cccn(Cc4ccccn4)c-3n2)cc1	-7	-81	-28	-6	-41	-18	-27	-169
O=C(c1cscn1)N1CCC2(CN(CC(c3ccccc3)c3ccccc3)C2)C1	1	-16	-3	-1	-22	-6	-20	-75
COc1ccccc1CNC(=O)c1cc(S(=O)(=O)N2CCCC2)c(C)n1C	4	2	-10	0	-7	-1	-4	0
CC(=O)Nc1cnn(-c2ncncc2N2CCCCC2)c1	0	-3	4	-1	-5	4	-2	-12
O=C(NCC1CC1)[C@H]1C[C@@H]2CN(S(=O)(=O)C3CC3)C[C@H]1O2	1	5	11	-1	0	4	7	-17
CCc1nc(SCC(=O)O)c2oc3ccccc3c2n1	2	10	6	0	-3	5	2	-40
Cc1nc(C2CCCN2)nc2c1CCC(=O)N2CC1CCCCC1 (centres undefined)	0	3	3	1	4	3	5	-2
O=C1CN(C(=O)COc2cccc3ccccc23)c2ccccc2N1	-3	6	2	5	41*	0	23	84*
Cc1cc(N2CCCC2c2cnc(-c3nccn3C)cn2)ncn1 (centres undefined)	-1	-3	8	1	-8	4	5	-83
CC(=O)N1CC2(CCN(C(=O)c3ccccn3)CC2)Nc2ccccc21	-1	-7	-2	1	0	4	0	-4
CCOC(=O)N1CCN(C(=O)c2ccc(CNS(=O)(=O)c3ccc(NC(C)=O)cc3)cc2)CC1	3	23	10	2	17	5	10	22
Cc1nc(NC(=O)c2ccc(F)cc2)nc2cc3c(cc12)OCO3	-5	-228	0	1	36*	3	0	12
O=C(NC1CCN(Cc2ccccc2)CC1)c1cc(-c2cccnc2)n[nH]1	1	/	-2	-1	-5	-9	/	1
O=C(c1ccccc1F)N1CCCCC1c1nncn1CC1CC1 (centres undefined)	1	8	8	2	6	2	-2	-1

Some of the entries above, reformatted.
USP10 inh	USP30 inh	OTUD3 block	UCHL1 inh	USP17 inh	USP7 block	USP28 inh	USP8 inh	canonical_smiles
3	-3	-8	-1	-4	4	-11	-51	CN1CCCC12CCCN(C(=O)c1ccc(Cl)cc1)C2 (centres undefined)
-4	-13	-10	-6	0	-4	-12	-13	CCN1C(=O)CCc2cc(NC(=O)c3ccn(CC)n3)ccc21

Next structures:
SMILES	USP10 inh	USP30 inh	OTUD3 block	UCHL1 inh	USP17 inh	USP7 block	USP28 inh	USP8 inh
CCn1cc(C(=O)NCc2ccc(F)cc2F)c(=O)c2ccc(C)nc21	-4	24	26	0	41*	1	21	24
CC(C)NC(=O)[C@H]1C[C@@H]2CN(S(=O)(=O)C3CC3)C[C@H]1O2	0	23	10	2	9	6	5	4
Cc1cc(NC(=O)c2c3c(nc4ccccc24)CCN(Cc2ccccc2)C3)ccc1Br	-10	-291	-65	-32	-60	-32	-100	1
O=C(Cc1ccccc1)N1CCC2(CC1)OC(C(=O)N1CCCCC1)Cn1ccnc12 (centres undefined)	-10	-56	-15	-6	-38	-6	-20	-243
O=C(NCc1cccnc1)c1c2c(NCC3CC3)ncnc2n2ccccc12	-2	-108	-25	-11	31*	-26	-30	68*
Cc1nc(-c2cnccn2)n(CC(=O)Nc2ccc(F)cc2)c(=O)c1C	-1	3	4	3	4	2	6	13
Cc1cccc(C(=O)N2C[C@H](c3nc(-c4ccccc4)no3)[C@@H](C)C2)c1	1	11	9	2	3	-3	8	-86
COc1ccccc1CNC(=O)c1nnc(Cc2ccc(Cl)cc2)o1	4	7	0	2	3	-1	17	13
CC(Sc1nc2ccccc2o1)C(=O)c1ccc(F)c(F)c1 (centres undefined)	5	-2	2	0	7	-94	7	6
CC(=O)N1Cc2ccccc2OC2(CCN(CC(=O)Nc3cccc(C)c3C)CC2)C1	-9	-23	-5	-2	-40	0	0	-16
COCc1nc2ccccc2n1Cc1cccc2ccccc12	4	19	2	7	6	-45	6	0
O=C(COc1ccc2c(-c3ccccc3)cc(=O)oc2c1)Nc1cccnc1	-1	68*	14	1	20	10	19	28
O=C(CN1CCn2c(cnc2C(F)(F)F)C1=O)Nc1ccccc1Cl	1	19	16	1	10	1	14	23
Cc1cccc(-c2nnc3ccc(N4CCC(C(=O)NC(C)Cc5ccco5)CC4)nn23)c1 (centres undefined)	-4	-36	-9	3	48*	0	16	-6
COc1ccc(NC(=O)CN2C(=O)CC(c3ccccc3)S(=O)(=O)c3ccccc32)cc1 (centres undefined)	2	24	24	3	31*	-3	14	16
CN1CCCCC12Cc1ccccc1CN(S(C)(=O)=O)C2 (centres undefined)	1	21	15	1	-8	-1	9	-80

Some values from above.
COCc1nc2ccccc2n1Cc1cccc2ccccc12 in UCHL1 inh = 7
O=C(NCc1cccnc1)c1c2c(NCC3CC3)ncnc2n2ccccc12 in UCHL1 inh = -11

Some of the entries so far, with two lines to a compound:
Results follow in this order: USP10 inh	USP30 inh	OTUD3 block	UCHL1 inh	USP17 inh	USP7 block	USP28 inh	USP8 inh
CCOC(=O)N1CCN(C(=O)c2ccc(CNS(=O)(=O)c3ccc(NC(C)=O)cc3)cc2)CC1
 : 3	23	10	2	17	5	10	22
Cc1nc(NC(=O)c2ccc(F)cc2)nc2cc3c(cc12)OCO3
 : -5	-228	0	1	36*	3	0	12
O=C(NC1CCN(Cc2ccccc2)CC1)c1cc(-c2cccnc2)n[nH]1
 : 1	/	-2	-1	-5	-9	/	1
O=C(c1ccccc1F)N1CCCCC1c1nncn1CC1CC1 (centres undefined)
 : 1	8	8	2	6	2	-2	-1
CCn1cc(C(=O)NCc2ccc(F)cc2F)c(=O)c2ccc(C)nc21
 : -4	24	26	0	41*	1	21	24
CC(C)NC(=O)[C@H]1C[C@@H]2CN(S(=O)(=O)C3CC3)C[C@H]1O2
 : 0	23	10	2	9	6	5	4
Cc1cc(NC(=O)c2c3c(nc4ccccc24)CCN(Cc2ccccc2)C3)ccc1Br
 : -10	-291	-65	-32	-60	-32	-100	1
O=C(Cc1ccccc1)N1CCC2(CC1)OC(C(=O)N1CCCCC1)Cn1ccnc12 (centres undefined)
 : -10	-56	-15	-6	-38	-6	-20	-243
O=C(NCc1cccnc1)c1c2c(NCC3CC3)ncnc2n2ccccc12
 : -2	-108	-25	-11	31*	-26	-30	68*
Cc1nc(-c2cnccn2)n(CC(=O)Nc2ccc(F)cc2)c(=O)c1C
 : -1	3	4	3	4	2	6	13
Cc1cccc(C(=O)N2C[C@H](c3nc(-c4ccccc4)no3)[C@@H](C)C2)c1
 : 1	11	9	2	3	-3	8	-86
COc1ccccc1CNC(=O)c1nnc(Cc2ccc(Cl)cc2)o1
 : 4	7	0	2	3	-1	17	13
CC(Sc1nc2ccccc2o1)C(=O)c1ccc(F)c(F)c1 (centres undefined)
 : 5	-2	2	0	7	-94	7	6
CC(=O)N1Cc2ccccc2OC2(CCN(CC(=O)Nc3cccc(C)c3C)CC2)C1
 : -9	-23	-5	-2	-40	0	0	-16
COCc1nc2ccccc2n1Cc1cccc2ccccc12
 : 4	19	2	7	6	-45	6	0
O=C(COc1ccc2c(-c3ccccc3)cc(=O)oc2c1)Nc1cccnc1
 : -1	68*	14	1	20	10	19	28
O=C(CN1CCn2c(cnc2C(F)(F)F)C1=O)Nc1ccccc1Cl
 : 1	19	16	1	10	1	14	23
Cc1cccc(-c2nnc3ccc(N4CCC(C(=O)NC(C)Cc5ccco5)CC4)nn23)c1 (centres undefined)
 : -4	-36	-9	3	48*	0	16	-6
COc1ccc(NC(=O)CN2C(=O)CC(c3ccccc3)S(=O)(=O)c3ccccc32)cc1 (centres undefined)
 : 2	24	24	3	31*	-3	14	16
